USP8 block = inhibitors of human USP8 deubiquitinase | 4.2% of 47,000 active | inhibition, % at 20 µM | purified USP8, Ub-rhodamine cleavage fluorescence, 30 min | AID 1645853 | P40818
USP28 inh = blocks human USP28 ubiquitin-rhodamine cleavage; purified USP28, Ub-rhodamine cleavage fluorescence, 30 min; inhibition, % at 25 µM; 3% of 47,000 active
UCHL1 block = inhibitors of human UCHL1 deubiquitinase; P09936; purified UCHL1, Ub-rhodamine cleavage fluorescence; inhibition, % at 20 µM; 0.2% of 47,000 active; AID 1645859
OTUD3 inh = blocks human OTUD3 ubiquitin-rhodamine cleavage; Q5T2D3; purified OTUD3, Ub-rhodamine fluorescence, 2 h; inhibition, % at 25 µM; 0.7% of 47,000 active; AID 1645858
USP17 block = human USP17-like deubiquitinase inhibition | A8MUK1 | purified USP17, Ub-rhodamine cleavage fluorescence, 3 h | inhibition, % at 50 µM | 6.5% of 47,000 active | AID 1645855
USP7 block = human USP7 deubiquitinase inhibition | Q93009 | purified USP7, Ub-rhodamine cleavage fluorescence | inhibition, % at 20 µM | 0.3% of 47,000 active | AID 1645854
Target sequence (Q93009 whole entry, looked up): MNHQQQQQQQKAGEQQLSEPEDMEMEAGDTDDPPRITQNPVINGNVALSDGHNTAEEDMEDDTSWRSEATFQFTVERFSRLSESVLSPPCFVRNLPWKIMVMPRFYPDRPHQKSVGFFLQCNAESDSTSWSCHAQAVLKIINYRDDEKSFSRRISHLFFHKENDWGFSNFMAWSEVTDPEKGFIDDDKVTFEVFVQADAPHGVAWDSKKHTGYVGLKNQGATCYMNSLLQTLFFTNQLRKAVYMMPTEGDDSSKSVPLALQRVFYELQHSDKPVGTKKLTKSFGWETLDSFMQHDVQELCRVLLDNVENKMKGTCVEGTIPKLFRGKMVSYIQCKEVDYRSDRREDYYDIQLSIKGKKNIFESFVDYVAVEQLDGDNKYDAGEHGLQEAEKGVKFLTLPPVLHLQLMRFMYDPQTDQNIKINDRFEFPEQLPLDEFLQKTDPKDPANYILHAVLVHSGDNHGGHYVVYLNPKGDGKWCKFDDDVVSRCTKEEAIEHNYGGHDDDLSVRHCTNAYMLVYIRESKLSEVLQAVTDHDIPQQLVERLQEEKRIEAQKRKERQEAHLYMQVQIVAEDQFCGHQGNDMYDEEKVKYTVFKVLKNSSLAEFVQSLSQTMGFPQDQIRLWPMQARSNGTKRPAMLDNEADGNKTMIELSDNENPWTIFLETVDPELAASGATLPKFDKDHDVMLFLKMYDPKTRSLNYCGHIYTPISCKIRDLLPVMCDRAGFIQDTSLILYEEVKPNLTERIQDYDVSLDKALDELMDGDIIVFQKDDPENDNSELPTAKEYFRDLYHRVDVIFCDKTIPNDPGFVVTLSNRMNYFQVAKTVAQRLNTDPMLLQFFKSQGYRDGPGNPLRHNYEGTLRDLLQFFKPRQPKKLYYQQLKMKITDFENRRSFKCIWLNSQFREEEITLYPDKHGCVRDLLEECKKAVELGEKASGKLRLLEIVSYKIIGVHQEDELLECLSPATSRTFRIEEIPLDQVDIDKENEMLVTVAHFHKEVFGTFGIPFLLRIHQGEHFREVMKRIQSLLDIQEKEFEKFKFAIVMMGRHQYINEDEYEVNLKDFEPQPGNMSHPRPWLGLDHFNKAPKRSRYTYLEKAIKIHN
USP30 block = blocks human USP30 ubiquitin-rhodamine cleavage | inhibition, % at 25 µM | purified USP30, Ub-rhodamine cleavage fluorescence | 5.3% of 47,000 active
USP10 inh = inhibitors of human USP10 deubiquitinase; purified USP10, Ub-rhodamine fluorescence, 60 min; inhibition, % at 20 µM; 1.1% of 47,000 active
* = called active by the depositor; i = inactive; x = no result given. Cut-off read from the data, not from the text of the source: active = inhibition above about 30%; inactive = the rest.

SMILES	USP8 block	USP28 inh	UCHL1 block	OTUD3 inh	USP17 block	USP7 block	USP30 block	USP10 inh
CC(C)=CCCC1(C)OC2=C(C(=O)c3cc(O)cc(O)c3C2=O)[C@H]2C=C(C)CC[C@H]21 (stereo not given in full)	15.8	18.2	1.1	-0.1	85.7*	-13.8	-15.7	-4.5
Cc1ccccc1CNC(=O)Cn1cnc(S(=O)(=O)N2CCCCC2)c1	4.1	-13.3	-3.3	-7.6	-10.0	-4.4	-10.8	0.4
CC(=O)N1CCc2c(sc(NC(=O)CSc3ccc(F)cc3)c2C(N)=O)C1	-16.9	-0.6	-3.3	-2.9	-11.1	-10.2	-4.3	-3.0
O=C(O)c1ccccc1C(=O)Nc1ccc(Br)c(C(F)(F)F)c1	2.7	x	0.5	0.6	21.9	3.0	x	2.9
Cc1cc(C#N)c2c(C)ccc(C(C)C)cc1-2	2.9	57.9*	4.6	17.3	2.9	6.8	15.2	4.9
CC(=O)N1CC2(CCCCC2)c2cc(C(=O)N(C)C3CCN(C)C3)ccc21 (stereo not given)	-38.9	4.0	0.9	0.2	-0.1	1.1	8.9	-3.3
CN1[C@H]2CCN(c3ncccn3)CC[C@@H]2Oc2ccccc2S1(=O)=O	-59.6	-53.9	-1.9	3.3	-10.0	-7.8	-1.9	2.4
O=C(CN1CCC2(CC1)N=C(c1ccc(Cl)cc1)C(=O)N2)Nc1cccc(Cl)c1	-14.2	-2.3	0.4	0.3	-11.6	-0.5	4.2	-2.8
Cc1ccc(NC(=O)Cn2cc(-c3nc(C4CC4)no3)ccc2=O)cc1	29.4	14.5	2.3	26.3	15.1	8.9	36.2*	16.6
COc1nccnc1NC1CCN(C(=O)NCc2ccco2)CC1	7.2	2.8	0.0	7.5	7.5	3.2	6.9	-2.1
Cc1c(C(=O)NCCCN2CCOCC2)oc2ccc3c(c12)C(=O)CC1(CCCC1)O3	-11.0	-2.4	2.7	-5.7	-13.7	-14.9	-5.6	-2.3
CC(C)NC(=O)N1CCn2c(nnc2C2CCCN2)C1 (stereo not given)	-35.1	-2.2	3.2	3.4	-3.0	5.8	0.0	0.1
COc1ccc(C(=O)N2CCN(c3ccc(-c4nc(C)cs4)cn3)CC2)cc1OC	0.3	4.9	3.1	5.3	-0.5	-0.3	1.2	-3.4
Cc1cc(-c2ncc(C)[nH]2)nc(C2CCCN2c2ccnc(C)n2)n1 (stereo not given)	-5.8	12.5	1.0	13.4	1.5	2.6	24.3	-2.8
CC1=C2C[C@@H]3C(CN4CCSCC4)C(=O)O[C@@H]3C[C@@]2(C)CCC1 (stereo not given in full)	0.0	-6.2	-0.3	-4.1	-2.5	-10.0	-2.7	2.2
O=C(Nc1cnn(-c2ncc(N3CCCCC3)cn2)c1)C1CCCO1 (stereo not given)	-49.6	-25.2	-10.7	-23.1	-3.4	-6.5	-87.9	-5.3
Cc1nc(Sc2ccc3ccccc3c2)c2oc3ccccc3c2n1	10.8	17.7	3.5	12.3	42.2*	10.7	39.5*	9.6
O=C(N[C@@H]1CC[C@@H](Oc2cccc(F)c2)[C@H](O)[C@H]1O)C1CCOCC1	6.7	3.7	0.1	6.8	1.5	5.2	2.7	-0.5
CC1=C(C(=O)OCCc2ccccc2)C(c2ccc3c(c2)OCO3)NC(=O)N1 (stereo not given)	5.8	33.9*	7.8	12.1	13.9	-0.2	38.9*	8.3
COc1ccccc1Cc1cccc(C2CCN(Cc3ccncc3)CC2)n1	-10.5	-17.7	-9.6	-19.0	-23.1	-13.4	-100.7	-8.4
O=C(CSc1nccn1-c1ccc([N+](=O)[O-])cc1)NCc1ccco1	-120.5	-0.1	-1.2	5.5	-10.1	-5.7	1.2	0.0
Cc1cc(F)ccc1NS(=O)(=O)c1ccc2c(c1)NC(=O)CC(C)S2 (stereo not given)	-2.0	12.1	2.4	14.1	-1.1	1.9	3.8	1.2
O=C(CCN1C(=O)c2ccccc2Sc2ncccc21)Nc1cc(F)ccc1F	13.8	-0.5	-3.1	4.1	8.0	-2.3	-109.4	-8.0
COc1cc(OC)c2c(C)c(CC(=O)NCCc3c[nH]c4ccccc34)c(=O)oc2c1	6.0	-9.5	1.2	-7.5	33.3*	1.2	-1.3	5.2
COc1cccc([C@@H]2C[C@]3(C)NC(=O)CCCC[C@@H]3N2C(=O)c2cnn(C)c2)c1	1.5	-3.6	-3.9	-1.6	-8.1	0.8	-27.3	-5.2
SMILES	USP8 block	USP28 inh	UCHL1 block	OTUD3 inh	USP17 block	USP7 block	USP30 block	USP10 inh
N#C/C(=C\c1ccc(-c2cc(Cl)ccc2Cl)o1)c1nnc2n1CCCCC2	-217.3	-260.2	-127.1	-214.7	-164.8	-124.2	i	-9.0
CC(C)[C@H](NC(=O)N1CCn2c1nc1ccccc12)C(=O)N[C@H](Cc1ccccc1)C(=O)O	-1.3	-5.0	-2.0	-3.3	-4.9	2.5	-9.1	5.0
COc1cccc(CNC(=O)C2CCCN(S(=O)(=O)N3CCOCC3)C2)c1 (stereo not given)	24.4	13.3	1.1	21.8	11.0	6.1	26.2	0.2
Cc1nc(-c2ccc(C(=O)N(C)Cc3ccccc3)cc2)cs1	0.4	-0.9	0.7	-6.8	-10.9	-5.2	-5.5	0.9
COc1ccc2nc(-n3nc(C)c4c3NC(=O)CC4c3ccc(F)cc3)sc2c1 (stereo not given)	0.2	-2.1	1.5	12.6	-0.8	0.9	0.5	0.4
O=C1CC(c2noc(-c3ccccc3)n2)CN1c1ccccc1 (stereo not given)	-10.8	0.3	-2.2	-4.4	-0.4	-3.6	1.2	-2.2
CCN(C(=O)c1nc2c(s1)CCCN2C(=O)C1CC1)C(C)C	-32.1	-3.1	-6.2	-5.6	-12.0	-5.2	-10.8	-1.6
Cc1cnn(CC(=O)N2C[C@@H]3OCC(=O)N(c4ccccc4)[C@H]3C2)c1	5.6	0.6	0.3	-10.2	-2.3	2.0	19.2	1.1
O=C(Nc1ccc(-c2nc3cnccc3o2)c(O)c1)c1ccc(-c2ccccc2)cc1	-4.2	-0.2	-0.5	-1.2	2.3	5.1	4.2	-1.4
COc1cccc(CN2CCC([C@@H]3C[C@H](C(F)(F)F)n4ncnc4N3)CC2)c1	14.0	2.3	-5.2	1.3	9.5	1.3	14.8	6.4
CC1(c2nc(C3CC3)no2)CCCN(C(=O)c2ccc3nc[nH]c3c2)C1 (stereo not given)	-0.9	-0.2	-2.4	0.8	0.0	-2.9	-9.2	1.6
Cc1nsc(NC(=O)COc2ccc(C(C)C)cc2)n1	23.2	15.6	2.4	5.6	-123.4	1.3	0.0	3.6
Cc1ccc(S(=O)(=O)NC(=O)c2cc(C)n(CCCN3CCOCC3)c2C)cc1	5.9	-24.8	-2.7	-2.0	-3.5	0.3	-29.9	-6.6
CC1CCCN(C(=O)c2nnc(-c3ccc(S(=O)(=O)N(C)C)cc3)o2)C1 (stereo not given)	-8.6	-6.8	-1.2	-0.6	-15.2	-1.3	-0.4	-1.7
CN1CCN(C(=O)[C@H]2CC[C@@H]3[C@@H](CCN3c3ncc(F)cn3)O2)CC1	-154.4	-14.4	-5.8	-5.8	-26.9	-5.9	-55.1	-6.4
Cc1cc(C)cc(NC(=O)Cn2ccc3ccn(C)c3c2=O)c1	-3.0	-13.5	-1.2	-8.5	1.1	1.7	-24.9	-1.9
Cc1cccc(NC(=O)Cn2cc(C(=O)N3CCOCC3)c(=O)c3ccc(C)nc32)c1	34.5*	-17.0	-8.8	-2.4	-2.8	-7.6	-79.4	-8.8
O=C(COC(=O)c1oc2ccccc2c1COc1ccccc1)Nc1ccc2c(c1)OCO2	5.0	-92.9	-4.7	-70.8	-23.5	-0.3	-312.5	-3.0
CC(=O)Nc1ccc(C)n(CC(=O)N2CCC3(CC2)OCCO3)c1=O	0.2	-8.7	-3.3	-5.9	-2.3	1.3	8.1	2.4
CC(=O)Nc1ccc(CN2CCC3(Cc4ccccc4CN(C(C)=O)C3)C2)cc1 (stereo not given)	-19.2	-12.1	-6.2	-6.6	-6.6	-2.6	-17.0	-1.9
CC(=O)N[C@H]1[C@H]([C@H](O)[C@H](O)CO)OC(C(=O)O)=C[C@@H]1N=C(N)N	-4.2	9.2	-2.0	6.1	3.2	2.6	26.1	-2.3
c1ccc(C2CC(c3ccco3)n3ncnc3N2)cc1 (stereo not given)	-4.7	-1.7	-1.7	0.8	-4.1	-2.6	5.0	1.1
CS(=O)(=O)N1CCCC(Cc2nccnc2-c2ccn[nH]2)C1 (stereo not given)	-19.2	10.4	1.6	5.4	5.4	3.7	22.5	2.7
O=C(c1cc(-c2ccco2)on1)N1CCN(C(c2ccccc2)c2ccccc2)CC1	14.8	-4.8	-18.2	7.4	19.3	-9.2	-39.5	-12.3
O=C(c1cc2ccccc2[nH]1)N1CCOCC(Cc2ccncn2)C1 (stereo not given)	0.2	-5.7	-3.7	1.7	x	-2.4	-5.9	-6.1
SMILES	USP8 block	USP28 inh	UCHL1 block	OTUD3 inh	USP17 block	USP7 block	USP30 block	USP10 inh
CCCC(NC(=O)Cn1nc(C)c(S(=O)(=O)N(C)C)c1C)c1ccccc1 (stereo not given)	12.7	4.1	1.4	5.6	2.1	-1.6	16.3	1.4
COc1cc(OC)cc(C(=O)N2CCc3cc(-c4ccno4)ccc32)c1	-61.5	-24.8	-13.0	-19.4	-75.4	-77.5	-96.1	-11.7
Cc1ccnc(SCCn2c(N3CCN(c4ccccc4)CC3)nc3c2c(=O)[nH]c(=O)n3C)n1	8.2	11.2	4.9	3.7	-24.4	6.8	21.9	0.3
O=c1[nH]c2cc3c(cc2c(=O)n1Cc1nc(-c2ccc(F)cc2)no1)OCO3	13.0	-28.4	-5.9	-13.7	-29.1	-0.1	-176.6	-3.4
Cc1cc(C)cc(NC(=O)CCN2C(=O)c3ccccc3S2(=O)=O)c1	-0.2	5.4	-2.0	-2.2	25.6	-4.7	-0.6	2.2
CC(=O)N1Cc2ccccc2CC2(CCCN2Cc2cccnc2)C1 (stereo not given)	-17.9	-13.6	-6.4	-9.7	-25.4	-5.6	-58.0	-6.2
Cc1ccccc1CC(=O)NCc1ccnc(C2CCCOC2)n1 (stereo not given)	14.5	10.8	-0.3	7.7	5.9	0.4	-6.3	-3.3
Cc1c(C(=O)Nc2ccc(-c3nnc4n3CCCCC4)cc2)oc2c1ccc1ccccc12	4.5	68.5*	6.5	-0.2	-3.5	10.8	-12.1	-5.2
COc1cc2nc(SCc3cc(=O)n4ccccc4n3)n3nc(-c4ccccc4)nc3c2cc1OC	0.4	-14.0	-3.3	-14.8	-24.2	-0.8	-11.7	-1.6
COc1cccc(C2c3[nH]c4ccccc4c3C[C@@H]3C(=O)N(CCC4=CCCCC4)CC(=O)N23)c1 (stereo not given in full)	-56.9	-156.9	-32.1	-142.9	-88.9	-36.6	i	-8.9
Cc1cc(C(=O)CSc2nnc(Cn3cnc4ccccc43)n2-c2ccccc2Cl)c(C)n1C	-44.0	-73.4	-31.0	-71.1	-56.9	-25.1	-291.8	-1.2
Cc1nc2nc[nH]n2c(=O)c1NS(=O)(=O)c1ccc([N+](=O)[O-])cc1	-77.5	0.0	3.7	3.3	-6.4	3.7	12.4	1.4
Cn1c(SCc2ccc(Cl)cc2)nnc1-c1ccc2c(c1)OCCO2	0.7	41.0*	2.4	16.7	-0.1	-49.5	30.4*	1.1

Eight compounds already listed, sorted by number of heavy atoms, low to high.
SMILES	USP8 block	USP28 inh	UCHL1 block	OTUD3 inh	USP17 block	USP7 block	USP30 block	USP10 inh
Cc1nc2nc[nH]n2c(=O)c1NS(=O)(=O)c1ccc([N+](=O)[O-])cc1	-77.5	0.0	3.7	3.3	-6.4	3.7	12.4	1.4
Cc1cc(C)cc(NC(=O)CCN2C(=O)c3ccccc3S2(=O)=O)c1	-0.2	5.4	-2.0	-2.2	25.6	-4.7	-0.6	2.2
COc1cc(OC)cc(C(=O)N2CCc3cc(-c4ccno4)ccc32)c1	-61.5	-24.8	-13.0	-19.4	-75.4	-77.5	-96.1	-11.7
O=c1[nH]c2cc3c(cc2c(=O)n1Cc1nc(-c2ccc(F)cc2)no1)OCO3	13.0	-28.4	-5.9	-13.7	-29.1	-0.1	-176.6	-3.4
Cc1c(C(=O)Nc2ccc(-c3nnc4n3CCCCC4)cc2)oc2c1ccc1ccccc12	4.5	68.5*	6.5	-0.2	-3.5	10.8	-12.1	-5.2
Cc1cc(C(=O)CSc2nnc(Cn3cnc4ccccc43)n2-c2ccccc2Cl)c(C)n1C	-44.0	-73.4	-31.0	-71.1	-56.9	-25.1	-291.8	-1.2
COc1cccc(C2c3[nH]c4ccccc4c3C[C@@H]3C(=O)N(CCC4=CCCCC4)CC(=O)N23)c1 (stereo not given in full)	-56.9	-156.9	-32.1	-142.9	-88.9	-36.6	i	-8.9
COc1cc2nc(SCc3cc(=O)n4ccccc4n3)n3nc(-c4ccccc4)nc3c2cc1OC	0.4	-14.0	-3.3	-14.8	-24.2	-0.8	-11.7	-1.6

Assay outcomes: PubChem BioAssay, Dana-Farber Cancer Institute and Novartis Institutes for BioMedical Research (Cambridge, Mass)
